# Compound activity deposited in PubChem BioAssay by NCI.
# yeast bub3: NCI yeast anticancer drug screen, S. cerevisiae bub3 mutant strain; % growth inhibition at 50 µM; 78,000 compounds, 9.9% hits; AID 167;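 note: 0% = growth of vehicle-only cultures of the same strain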
#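 Readout: yeast growth inhibition, expressed relative to vehicle-only wells. The test organism is a mutant strain from a panel with lesions in DNA repair or checkpoint genes.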
# yeast sgs1 mgt1: NCI yeast anticancer drug screen, S. cerevisiae sgs1 mgt1 strain; % growth inhibition at 50 µM; 78,000 compounds, 10% hits;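 note: 0% = growth of vehicle-only cultures of the same strain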
#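 Genetically altered yeast, compound exposure, growth inhibition relative to vehicle.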
# rad50: NCI yeast anticancer drug screen, S. cerevisiae rad50 strain. growth inhibition, % at 50 µM. 79,000 compounds, 10% hits;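 note: 0% = growth of vehicle-only cultures of the same strain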
#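 Yeast carrying a defined DNA repair defect were exposed to test compounds, and growth was compared with vehicle-treated controls to give percent inhibition.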
# yeast mlh1 rad18: NCI yeast anticancer drug screen, S. cerevisiae mlh1 rad18 strain; growth inhibition, % at 50 µM; 79,000 compounds, 11% hits;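 note: 0% = growth of vehicle-only cultures of the same strain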
#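 Test agents were incubated with a yeast strain of defined genotype (DNA damage repair defect). Inhibition of growth was derived by comparison with vehicle-exposed cultures.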
# cln2 rad14: NCI yeast anticancer drug screen, S. cerevisiae cln2 rad14 strain; 78,000 compounds, 8.3% hits; % growth inhibition at 50 µM; AID 165;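 note: 0% = growth of vehicle-only cultures of the same strain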
#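 Each compound was tested on cln2 rad14 yeast. Inhibition of growth was calculated against vehicle-exposed controls.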
# yeast mec2-1: NCI yeast anticancer drug screen, S. cerevisiae mec2-1 strain. 79,000 compounds, 9% hits. % growth inhibition at 50 µM;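 note: 0% = growth of vehicle-only cultures of the same strain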
#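 Mutant yeast (mec2-1) grown with compound; growth inhibition relative to vehicle control reported.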
# The depositor's hits bear a star; · = not tested or not shown; & = joins results of further samples. Cut-off read from the data, not from the text of the source: active = growth inhibition above about 70%; inactive = the rest.
# Screens by letter: A = yeast bub3; B = yeast sgs1 mgt1; C = rad50; D = yeast mlh1 rad18; E = cln2 rad14; F = yeast mec2-1
Cc1ccc2c(c1)C(C1Cc3cccc(C)c3C1=O)OC2=O (stereo not drawn)
  A = 37	B = 9	C = 6	D = -8	E = -29	F = 16
COc1ccc(C)cc1NC(=O)SC(C)C
  A = 18	B = 9	C = -10	D = 6	E = -5	F = -19
CCCN(CCC)c1ccc(/C=C/c2ccnc3ccccc23)cc1
  A = 92*	B = 93*	C = 91*	D = 90*	E = 58	F = 92*
CC1(C)CC[C@]2(C(=O)O)CCC3(C)C(=CCC4[C@@]5(C)CC[C@H](OC6OCC(O)C(O)C6OC6OC(CO)C(O)C(O)C6O)C(C)(C)C5CC[C@]43C)C2C1 (stereo partly drawn)
  A = 88*	B = 90*	C = 85*	D = 87*	E = 88*	F = 85*
Cc1cc(=O)n2c(n1)sc1ccc3ccccc3c12
  A = -13	B = 3	C = 12	D = 34	E = 13	F = -12
Cc1occc1C(=S)Nc1ccc(Cl)c(OCC(=O)OC(C)(C)C)c1
  A = 47	B = 49	C = 49	D = 39	E = 40	F = 51
CC(C)(C=O)CCC#N
  A = -19	B = 9	C = 8	D = 11	E = -21	F = -8
CCN(CC)C1CS(=O)(=O)OC(c2ccccc2)=C1C (stereo not drawn)
  A = -9	B = -9	C = 10	D = -10	E = 1	F = -14
O=C1CN(c2ccc(Cl)cc2)C(=O)CN1/N=C/c1ccc(O)c(O)c1
  A = -8	B = 4	C = -37	D = -5	E = -17	F = -11
Cc1c(Cl)cccc1CC(Cl)C#N (stereo not drawn)
  A = 31	B = 45	C = 7	D = 36	E = 25	F = 8
CCCCN=C1NS(=O)(=O)c2ccccc21
  A = 0	B = 13	C = 16	D = -1	E = -8	F = -12
O=C1NCC2(CCN(Cc3ccccc3)CC2)N1
  A = 10	B = 20	C = 14	D = -1	E = 14	F = -8
CCNC(=S)N/N=C/c1ccccn1
  A = 83*	B = 78*	C = 82*	D = 77*	E = 81*	F = 84*
O=C(O)C1CSC(c2ccccc2O)N1 (stereo not drawn)
  A = 5	B = -5	C = -18	D = -9	E = -27	F = -3
CCOC(=O)C(NC(C)=O)(C(=O)OCC)C1CCCC1=O (stereo not drawn)
  A = -17	B = -41	C = -13	D = -36	E = -12	F = -25
CCCC(=O)n1[nH]c(=O)n(-c2ccc(Cl)cc2)c1=O
  A = -2	B = 20	C = 5	D = -10	E = 3	F = -12
COc1cc(CNc2nc3ccccc3nc2-c2cccs2)cc(OC)c1OC
  A = 30	B = 20	C = 10	D = 55	E = 60	F = 1
C(=N\N(CCCCN(/N=C/c1ccccc1)c1ccccc1)c1ccccc1)/c1ccccc1
  A = -12	B = 14	C = 38	D = 24	E = 22	F = 11
CN(C)c1ccc(/C=c2/sc3nc(=O)c(-c4ccccc4NC(=O)C(F)(F)F)nn3c2=O)cc1
  A = -20	B = -6	C = 4	D = -5	E = -12	F = 3
C(=C(c1ccccc1)c1ccccc1)=C(c1ccccc1)c1ccccc1
  A = 5	B = 25	C = 31	D = 32	E = -15	F = 13
CC1C(NNC(N)=O)Oc2cc3c(cc2C1c1ccccc1O)OCO3 (stereo not drawn)
  A = -11	B = 12	C = -6	D = -5	E = 10	F = -25
CC(=O)N(CCC(C)C)c1ccccc1
  A = -6	B = -1	C = 11	D = -7	E = -44	F = 12
O=C(O)C1CC2CCC1C2 (stereo not drawn)
  A = 15	B = -3	C = 6	D = 9	E = 3	F = 4
CCOC(=O)C(NC(=O)CC)(Nc1ccccc1OC)C(F)(F)F (stereo not drawn)
  A = -25	B = -29	C = -41	D = -32	E = -17	F = -29
O=C(O)c1c(F)c(F)c(S)c(F)c1F
  A = -6	B = -6	C = 4	D = -16	E = -14	F = -1
c1ccc2c(C3=NCCO3)cccc2c1
  A = 4	B = 8	C = 12	D = 12	E = -35	F = 10
CCCCC1(CC)COC2(CCCCC2)OC1
  A = 7	B = 13	C = 17	D = 7	E = -22	F = 37
COc1ccc(/C=N/NC(N)=S)cc1
  A = 13	B = 29	C = 24	D = 47	E = -13	F = 15
O=[N+]([O-])c1ccc(N2CCCCC2)nc1
  A = -37	B = -8	C = -8	D = 1	E = 9	F = -28
N#CCCP(=O)(CCC#N)CCC#N
  A = -8	B = -10	C = 4	D = -1	E = -58	F = -15
Cc1ccc2c(c1)N=C(Nc1ccccc1)N=S2(C)=O (stereo not drawn)
  A = -8	B = 0	C = 3	D = -41	E = -12	F = -19
NNC(=O)c1nc[nH]c1C(=O)NN
  A = -8	B = 22	C = 3	D = 32	E = -14	F = -3
COc1ccc(OC)c(C2=CCCCCC2)c1
  A = -8	B = 3	C = 8	D = 14	E = -22	F = -6
S=C(Nc1ccccc1)NC1CC2C=CC1CC2 (stereo not drawn)
  A = 20	B = 2	C = -5	D = 13	E = 32	F = 7
Oc1ccc(NCn2c(=S)sc3ccccc32)cc1
  A = 73*	B = 91*	C = 58	D = 63	E = 40	F = 74*
CC1(C)C(=NNC(=S)NN)C(C)(C)C1=NNC(=S)NN
  A = 46	B = 42	C = 40	D = 39	E = 19	F = 36
Cc1ccsc1/C=N/Nc1ccc2ccccc2n1
  A = 79*	B = 87*	C = 78*	D = 23	E = 51	F = 59
C=C(CC(=O)OC)C(=O)OC
  A = 4	B = 8	C = 12	D = 9	E = 8	F = -3
Cc1ccc(NC(=O)CCC(NS(=O)(=O)c2ccc(C)cc2)C(=O)O)cc1 (stereo not drawn)
  A = -1	B = 26	C = 26	D = 42	E = 19	F = 18
Cc1c2c(n3c(nc4ccccc43)c1C#N)N(c1ccc(Cl)cc1)CC2
  A = -6	B = -11	C = 1	D = -15	E = 7	F = -1
C=CCn1/c(=N\NC(=O)c2ccncc2)sc2ccccc21
  A = 14	B = -4	C = 8	D = -14	E = 7	F = -2
FC(F)(F)c1nc2cc(SSc3cc4nc(C(F)(F)F)[nH]c4cc3Cl)c(Cl)cc2[nH]1
  A = 97*	B = 95*	C = 97*	D = 98*	E = 66	F = 93*
CC(=O)/C(=C\c1ccc([N+](=O)[O-])cc1)C(=O)CCN(C)C
  A = 13	B = 35	C = 5	D = -41	E = -5	F = 28
Cc1cccc(-c2nnc(N)o2)c1[N+](=O)[O-]
  A = -11	B = -11	C = -36	D = -16	E = 2	F = -10
CC(C)(C)OC(=O)NC(Cc1cnc[nH]1)C(=O)N1CCCC1C(N)=O (stereo not drawn)
  A = -7	B = -14	C = -34	D = -25	E = -10	F = -19
CCOC(=O)/C(C#N)=N/Nc1cccc(Cl)c1Cl
  A = 5	B = 18	C = -6	D = -11	E = -7	F = -12
SCCNC1CCCCC1
  A = -2	B = 12	C = 5	D = 25	E = 20	F = -39
NCCNCc1c2ccccc2c(CNCCN)c2ccccc12
  A = 6	B = 7	C = 33	D = -12	E = 2	F = -28
CN(C)C(=S)/N=C1\SCS(=O)(=O)N1C
  A = -7	B = -6	C = 14	D = 9	E = 8	F = 7
COc1ccc(-c2c(C)oc(C)c2C(C)=O)cc1OC
  A = 41	B = 33	C = 25	D = 24	E = 12	F = 19

# Two records picked at random from the list so far, as already listed:
# Screens by letter: A = yeast bub3; B = yeast sgs1 mgt1; C = rad50; D = yeast mlh1 rad18; E = cln2 rad14; F = yeast mec2-1
S=C(Nc1ccccc1)NC1CC2C=CC1CC2 (stereo not drawn)
  A = 20	B = 2	C = -5	D = 13	E = 32	F = 7
Cc1ccc(NC(=O)CCC(NS(=O)(=O)c2ccc(C)cc2)C(=O)O)cc1 (stereo not drawn)
  A = -1	B = 26	C = 26	D = 42	E = 19	F = 18

# Returning to the listing; the 2 compounds before the break are reprinted first.
# Screens by letter: A = yeast bub3; B = yeast sgs1 mgt1; C = rad50; D = yeast mlh1 rad18; E = cln2 rad14; F = yeast mec2-1
CN(C)C(=S)/N=C1\SCS(=O)(=O)N1C
  A = -7	B = -6	C = 14	D = 9	E = 8	F = 7
COc1ccc(-c2c(C)oc(C)c2C(C)=O)cc1OC
  A = 41	B = 33	C = 25	D = 24	E = 12	F = 19
CC(=O)Oc1cccc2cccnc12
  A = 99*	B = 89*	C = 99*	D = 98*	E = 99*	F = 99*
C/C(=N/NC(N)=O)c1ccc(Cl)s1
  A = 9	B = -4	C = 13	D = 2	E = 53	F = 5
Cn1c(=O)oc2cc(C(O)CN3CCN(Cc4ccc5c(c4)OCO5)CC3)ccc21 (stereo not drawn)
  A = 17	B = 50	C = 11	D = 17	E = 24	F = 16
CC1CCC(C(C)C)C(OC(=O)Nc2ccc(S(=O)(=O)N(C)C)cc2)C1 (stereo not drawn)
  A = 92*	B = 96*	C = 96*	D = 96*	E = 96*	F = 95*
CNC(=O)OCCC(OC(=O)NC)C1CCC2C3CC=C4CC(OC(=O)NC)CCC4(C)C3CCC12C (stereo not drawn)
  A = -2	B = 3	C = 6	D = 35	E = -6	F = -2
COC(=O)/C=C\C(C)=C/C(=O)OC
  A = -1	B = 6	C = 0	D = 14	E = -21	F = 8
N#CCCP(=O)(O)CCC#N
  A = -6	B = -22	C = -15	D = -4	E = -22	F = -10
CN(N=O)C(=O)NCCn1cnc2c(=O)[nH]cnc21
  A = 1	B = -5	C = -7	D = -12	E = -57	F = 14
Nc1cc(N)c(N=Nc2cccc3c(S(=O)(=O)O)cccc23)cc1N=Nc1cc([N+](=O)[O-])ccc1O
  A = 71*	B = 26	C = 39	D = 66	E = 42	F = 5
NC(Cc1cnc[nH]1)C(=O)O (stereo not drawn)
  A = 4&-4	B = 16&2	C = 4&-15	D = -3&-21	E = 4&0	F = 0&-28
CCCc1ccc(N=Nc2ccc(C(=O)O)cc2)cc1
  A = -12	B = -3	C = -1	D = 1	E = -12	F = -3
CCOP(=O)(OCC)C(C(=O)OC)C(=O)C(=O)Nc1cccc([N+](=O)[O-])c1 (stereo not drawn)
  A = 0	B = 23	C = 8	D = 1	E = -59	F = -6
CCCC(NC(C)CCCN(CC)CC)P(=O)(OCC)OCC (stereo not drawn)
  A = 3	B = 3	C = -4	D = 11	E = 6	F = 14
CN(C)c1ccc2c(c1)N(C)c1ccccc1C2(Cl)c1ccccc1 (stereo not drawn)
  A = 99*	B = 99*	C = 99*	D = 99*	E = 99*	F = 100*
CC(C)(C)c1ccc(O)c(C(O)c2ccncc2)c1 (stereo not drawn)
  A = 2	B = 9	C = 7	D = 17	E = -7	F = -12
Cc1c(C(C)c2[nH]c3ccccc3c2C)[nH]c2ccccc12
  A = 17	B = -12	C = 8	D = -14	E = 4	F = 0
CCCCc1ccc2nc(C)cc(N=[N+]=[N-])c2c1
  A = 97*	B = 95*	C = 90*	D = 96*	E = 95*	F = 99*
COc1ccc(C(Br)C(Br)C(=O)C(C)(C)C)cc1 (stereo not drawn)
  A = 32	B = 6	C = -3	D = 30	E = -22	F = 9
Nc1ccc(N=Nc2ccc(S(=O)(=O)O)cc2)c2ccccc12
  A = 2	B = -22	C = 0	D = 9	E = -26	F = 3
Cn1c(=O)c2[nH]c(CCCCc3nc4c([nH]3)c(=O)n(C)c(=S)n4C)nc2n(C)c1=S
  A = -65	B = -27	C = -9	D = -5	E = 20	F = -48
CCS(=O)(=O)c1cc(=O)[nH]c(=O)[nH]1
  A = -1	B = -31	C = 22	D = -2	E = 32	F = 25
c1ccc(OCC2c3ccccc3Nc3ccccc32)cc1
  A = 0	B = 27	C = 72*	D = 67	E = -52	F = 29
CCOC(=O)NC(NC(=O)OCC)c1ccc(C(NC(=O)OCC)NC(=O)OCC)cc1
  A = 3	B = 5	C = 31	D = 8	E = 5	F = 13
COc1ccccc1CC(CN)P(=O)(O)O (stereo not drawn)
  A = 6	B = 16	C = 12	D = -3	E = -17	F = 15
C[N+]1(C)C[C@@H](O)C[C@@H]1C(=O)[O-]
  A = -5	B = -14	C = -9	D = -8	E = 2	F = -15
Cc1ccc(NCc2oc(=O)c(CNc3ccc(C)cc3)c(O)c2CO)cc1
  A = ·	B = ·	C = 3	D = 18	E = ·	F = -7
O=C(Cc1nccc2c1[nH]c1ccccc12)OC1C#CCSCC#C/C=C\1 (stereo not drawn)
  A = 12	B = 10	C = -1	D = -1	E = -15	F = 18
O=C1C=CC(=O)C2C1Cc1ccccc1C2c1ccccc1 (stereo not drawn)
  A = 99*	B = 99*	C = 99*	D = 99*	E = 99*	F = 99*
Cc1nc2c(o1)C(=Nc1ccccc1)c1ccccc1C2=Nc1ccccc1
  A = -20	B = 1	C = -7	D = -10	E = -14	F = -23
COC(C#N)C(O)(c1ccccc1)c1ccccc1 (stereo not drawn)
  A = -7	B = 7	C = 28	D = 4	E = -27	F = 12
Nc1ccnc2cc(Cl)ccc12
  A = -4	B = 3	C = 17	D = 27	E = 3	F = 4
CC(=O)/C(=C/c1ccc(F)cc1)C(=O)CCN(C)C
  A = -12	B = 21	C = 8	D = -22	E = 10	F = 17
NC(=O)C(=Cn1c(=S)[nH]c2ccc([N+](=O)[O-])cc21)C(N)=O
  A = -23	B = -10	C = -10	D = 32	E = 12	F = -41
CCC(=O)OC1=C(Br)C(=O)c2ccccc2C1=O
  A = 19	B = 80*	C = 90*	D = 77*	E = 1	F = 57

# Not a hit list; 13% or so of the library scored in one or more.
